Rpn11 block: Rpn11 (PSMD14) deubiquitinase inhibitors, primary screen, biochemical, fluorescence polarization, uHTS | 26S proteasome non-ATPase regulatory subunit 14 (Homo sapiens), O00487 | human 26S proteasome, Ub4-pepOG fluorescence polarization; 20S core pre-blocked with epoxomicin | calls only at 20 µM | 0.59% of 360,000 active;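 active = inhibition at 20 µM, scaled to each plate's controls, above about 33%, limit read from the data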
TbMetRS inhib: T. brucei MetRS inhibitors, primary screen, biochemical, luminescence | purified T. brucei MetRS, ATP depletion, Kinase-Glo luminescence | AID 624268, 2012 | methionyl-tRNA synthetase (Trypanosoma brucei brucei) | inhibition, % at 11.9 µM | 0.4% of 360,000 active;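 active = inhibition above a per-plate cutoff of the control wells' mean inhibition plus 3 SD, cut at about 5.5% in these data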;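 note: 0% = DMSO wells median and 100% = median of wells with control inhibitor compound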
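Material: parasite MetRS enzyme / Replication: singlicate, one well per compound / Signal: luminescence of leftover ATP / Schedule: 2 h aminoacylation at 25 °C after 15 min preincubation / Medium: HEPES-MgCl2-KCl buffer plus DTT, spermine, BSA, pyrophosphatase / Doses: 11.9 µM single point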
STEP block: STEP phosphatase inhibitors, primary screen, biochemical, fluorescence intensity, uHTS; Tyrosine-protein phosphatase non-receptor type 5 (Homo sapiens), P54829; AID 588621, 2011; inhibition, % at 20 µM; 0.25% of 360,000 active; recombinant STEP, OMFP fluorogenic substrate;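 active = inhibition at 20 µM, scaled per plate between control wells, above about 37%, limit read from the data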;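 note: 0% = DMSO with enzyme and substrate and 100% = substrate only without enzyme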
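Assay system: isolated STEP enzyme. Buffer or medium: pH 6.0 Bis-Tris with DTT and Tween 20. Also added: fluorogenic phosphatase substrate OMFP at 25 µM final. Dosing: 20 µM, 1% DMSO. Timing: 20 min reaction, room temperature, in the dark. Measured by: fluorescence intensity, excitation 480 nm, emission 540 nm. Evaluation: normalized % inhibition.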
MsrA inh: bovine MsrA enzyme inhibitors, primary screen, biochemical, absorbance, HTS | 0.75% of 360,000 active | Methionine sulfoxide reductase A (Bos taurus) | purified bovine MsrA, absorbance read-out | inhibition, % at 15.5 µM; in the data active = inhibition above about 4.5%;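 note: 0% = vehicle wells with enzyme and 100% = reference inhibitor wells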
SUMO1 PPI mod: modulators of SUMO1 protein-protein interactions, primary screen, biochemical, uHTS. Small ubiquitin-related modifier 1 (Homo sapiens), P63165. SUMO1 binding to a labelled peptide, TR-FRET, 1 h. inhibition, % at 20 µM. 0.33% of 360,000 active; in the data active = inhibition above about 37%
NadD block: inhibitors of S. aureus NadD, primary screen, biochemical, colorimetric, uHTS; Nicotinate-nucleotide adenylyltransferase NadD (Staphylococcus aureus N315); purified NadD enzyme, colorimetric absorbance read-out; inhibition, % at 20 µM; 0.78% of 360,000 active; AID 602399, 2012; in the data active = inhibition above about 26%; note: some compounds past the cut are filed as inactive
Scp-1 inhibitor: Scp-1 phosphatase inhibitors, primary screen, biochemical, colorimetric, uHTS | Recombinant Scp1, phosphopeptide, malachite green phosphate absorbance | inhibition, % at 20 µM | 0.88% of 340,000 active | AID 493091, 2011;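 active = inhibition above about 50% at 20 µM, limit read from the data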;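 note: plate controls were DMSO wells with enzyme for no effect and wells lacking enzyme for full effect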
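Test system: SCP-1 catalytic domain; Buffer or medium: Acidic Tris acetate buffer with magnesium and detergent; Also added: Phosphorylated 17-residue peptide substrate; Compound: single 20 µM dose, 1% DMSO; Schedule: enzyme reaction 45 min at room temperature, colour 5 min, stabilisation 30 min; Signal: Phosphate-binding colour reagent, absorbance read at 630 nm.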
DNMT1 inh: human DNMT1 methyltransferase inhibitors, primary screen, biochemical, molecular beacon, fluorescence, HinP1I cleavage, uHTS. DNA (cytosine-5)-methyltransferase 1 (Homo sapiens), P26358. inhibition (reported as % activation of signal), % at 10 µM. 0.83% of 360,000 active. AID 588458, 2011; in the data active = inhibition above about 50%
Target sequence (P26358 504-1616 limits assumed): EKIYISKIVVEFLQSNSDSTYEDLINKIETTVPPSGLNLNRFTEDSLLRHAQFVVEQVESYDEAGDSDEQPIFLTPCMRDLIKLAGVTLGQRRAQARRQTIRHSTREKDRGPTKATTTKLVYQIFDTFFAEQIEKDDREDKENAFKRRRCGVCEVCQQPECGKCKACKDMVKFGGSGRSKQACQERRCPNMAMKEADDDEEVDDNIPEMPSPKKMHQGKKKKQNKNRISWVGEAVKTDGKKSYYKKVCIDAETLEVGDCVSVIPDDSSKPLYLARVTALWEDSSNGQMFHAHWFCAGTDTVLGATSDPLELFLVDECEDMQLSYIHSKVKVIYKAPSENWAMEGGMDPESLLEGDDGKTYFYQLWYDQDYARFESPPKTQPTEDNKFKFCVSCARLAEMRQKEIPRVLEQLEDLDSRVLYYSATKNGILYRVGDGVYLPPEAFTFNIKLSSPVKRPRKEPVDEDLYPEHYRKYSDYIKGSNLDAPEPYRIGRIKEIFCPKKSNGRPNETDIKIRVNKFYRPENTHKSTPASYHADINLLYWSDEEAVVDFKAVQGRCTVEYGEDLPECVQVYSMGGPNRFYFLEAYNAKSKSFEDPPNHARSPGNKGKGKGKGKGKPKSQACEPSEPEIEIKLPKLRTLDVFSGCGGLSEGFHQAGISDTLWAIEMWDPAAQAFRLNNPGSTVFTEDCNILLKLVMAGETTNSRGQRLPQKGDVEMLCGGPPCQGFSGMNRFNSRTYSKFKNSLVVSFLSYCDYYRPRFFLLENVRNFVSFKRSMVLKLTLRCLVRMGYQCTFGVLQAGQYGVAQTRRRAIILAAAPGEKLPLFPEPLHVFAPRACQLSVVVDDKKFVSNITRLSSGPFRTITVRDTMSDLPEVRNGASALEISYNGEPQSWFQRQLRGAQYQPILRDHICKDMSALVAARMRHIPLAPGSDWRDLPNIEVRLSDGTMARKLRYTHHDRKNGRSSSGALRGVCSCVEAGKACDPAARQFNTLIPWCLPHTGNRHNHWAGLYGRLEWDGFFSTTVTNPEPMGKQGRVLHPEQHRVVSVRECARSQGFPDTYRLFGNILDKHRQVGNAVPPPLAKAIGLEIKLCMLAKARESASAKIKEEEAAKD
LMPTP block: LMPTP phosphatase inhibitors, primary screen, biochemical, fluorescence intensity, uHTS. recombinant LMPTP-A, OMFP fluorogenic substrate. inhibition, % at 20 µM. 0.22% of 360,000 active. AID 651560, 2012;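 active = compounds that cut the enzyme signal by at least half of the control window in the single-dose screen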;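 note: plate controls were DMSO wells with enzyme plus substrate for no effect and substrate without enzyme for full effect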
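test system = LMPTP-A | amount = 0.625 nM LMPTP-A final | reagent = fluorogenic phosphatase substrate OMFP at 400 µM final | incubation = 50 min at room temperature | benchmarks = no-enzyme low control, uninhibited high control | medium = Bis-Tris pH 6.0, DTT, detergent | signal = fluorescence intensity of OMFP turnover product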
CSN inh: inhibitors of CSN-mediated cullin deneddylation, primary screen, biochemical, fluorescence polarization, uHTS; COP9 signalosome complex subunit 5 (Homo sapiens), Q92905; Purified CSN, SCF-Nedd8-OG deneddylation; inhibition, % at 12.5 µM; 0.38% of 360,000 active; AID 651999, 2013;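 active = pattern-corrected inhibition above about 35%, with an unprinted fluorescence ratio check between 0.5 and 1.5, limit read from the data, passing the limit was not always enough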;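 note: 0% = enzyme with substrate and 100% = substrate without enzyme; some results filed as inactive read as strong as hits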
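Assay system: purified human Csn5 enzyme expressed in HEK293T cells; Input: 0.24 nM Csn5 enzyme, final concentration; Reagent: 10 nM SCFSkp2-Nedd8OG; Compound dosing: 12.5 µM single point; Times: reaction 90 min, room temperature; Technique: fluorescence polarization readout.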
An asterisk follows results filed as active; i = inactive; nt = no result given. Compounds as they come (roughly 3.9% active in at least one column).

no.	structure	Rpn11 block	TbMetRS inhib	STEP block	MsrA inh	SUMO1 PPI mod
1	COc1cc(CC(=O)N/N=C/c2ccc([N+](=O)[O-])cc2)c([N+](=O)[O-])cc1OC	i	0.0	5	-0.1	-8
2	COc1ccc(N2CCN(C(=O)CC34CC5CC(CC(C5)C3)C4)CC2)c([N+](=O)[O-])c1	i	-0.2	3	0.7	-20
3	COc1cccc(NC(=O)CN(C)C(=O)c2ccccc2-c2nc3ccccc3s2)c1	i	-0.4	2	0.0	-1
4	Cc1cc(C(=O)COc2ncnc3sccc23)c(C)n1C	i	-0.7	-9	0.9	-2
5	CCn1cc(C(=O)N2CCN(c3ccccn3)CC2)c(=O)c2cc(S(=O)(=O)N3CCC(C)CC3)ccc21	i	0.3	-2	2.0	28
6	COc1cccc(CCc2nc3ccccc3c(=O)n2N)c1	i	0.0	3	-1.3	1
7	CC(=O)Nc1ccnc(-c2cccnc2)n1	i	0.2	-2	-0.2	1
8	O=C(c1cc2cc(Cl)ccc2[nH]1)N1CCc2ccccc2C1	i	0.7	-4	0.1	-15

no.	NadD block	Scp-1 inhibitor	DNMT1 inh	LMPTP block	CSN inh
1	0	-8	-7	1.5	0
2	-2	-8	-9	5.8	-1
3	-10	-3	-1	0.3	-4
4	1	3	-6	-0.5	-6
5	1	-5	-3	-0.3	-8
6	0	-5	-1	-1.4	-1
7	-1	-4	0	-1.0	3
8	2	-9	3	0.1	6

Other structures
no.	structure	Rpn11 block	TbMetRS inhib	STEP block	MsrA inh	SUMO1 PPI mod
9	CCOc1ncccc1C(=O)Nc1cc(S(=O)(=O)N2CCOCC2)ccc1N1CCCC1	i	1.9	-3	0.4	-3
10	NCCCCC(C(=O)O)N(C(=O)OCc1ccccc1)C(=O)OCc1ccccc1 (configuration not stated)	i	-1.3	-1	nt	2
11	CCC1(C)CC2(CCCN(CCC(=O)c3ccccc3)C2)CCO1 (configuration not stated)	i	-0.6	-4	-0.7	5
12	CCCCCCC(=O)Oc1cccc(C2=CC(=O)CC(C)(C)C2=O)c1	i	-0.2	2	0.6	-17
13	CC(=O)c1ccc(NC(=S)N2CCCC(C(F)(F)F)C2)cc1 (configuration not stated)	i	-0.6	2	0.4	0
14	CCC1SC(=Nc2cccc(C)c2)NC1=O (configuration not stated)	i	0.2	-2	-1.2	-2
15	CC[n+]1c(/C=C/c2cc([N+](=O)[O-])ccc2O)ccc2ccccc21	i	0.0	9	0.1	-18
16	O=C(NNC(=S)NC1CCCCC1)c1ccccc1O	i	0.0	2	-0.1	4

no.	NadD block	Scp-1 inhibitor	DNMT1 inh	LMPTP block	CSN inh
9	1	6	-2	0.8	-3
10	0	nt	5	-1.7	-2
11	-8	-13	-2	-2.4	4
12	5	nt	5	2.8	-4
13	-9	-6	-4	-0.7	0
14	5	0	1	0.0	-2
15	9	-2	-12	7.1	0
16	-3	-17	-2	-1.3	-2

Next section:
no.	structure	Rpn11 block	TbMetRS inhib	STEP block	MsrA inh	SUMO1 PPI mod
17	N#CC1=C(N)Nc2nc3ccccc3n2C1c1ccc(Cl)cc1 (configuration not stated)	i	0.5	0	-0.5	-2
18	C=CCOC(=O)C1=C[C@H](C(C)(C)C)[C@@H](CCCO)[C@H](OCC)O1	i	-0.3	2	-0.6	-4
19	CC(=O)c1ccc(N2CCN(CC(=O)Nc3ccc4c(c3)OCCO4)CC2)cc1	i	-0.5	0	3.0	-2
20	COc1ccccc1NS(=O)(=O)c1cccc(C(=O)NCC(c2cccs2)N2CCOCC2)c1 (configuration not stated)	i	0.5	-5	-0.4	0
21	Cc1ccc(C)c(OCCC(=O)N(C)CC(=O)Nc2c(C)cccc2C)c1	i	-0.4	0	-1.2	3
22	COC(=O)C1Cc2c([nH]c3ccccc23)C(C(C)C)N1 (configuration not stated)	i	-0.6	0	-0.4	0
23	Cc1ccc(-n2nc3c(=O)n(CCCC(=O)NCc4cccc(F)c4)nc(C)c3c2C)cc1	i	0.2	-2	0.1	0
24	CN(CCc1ccccc1)C(=O)c1cccc(NC(=O)Cc2cccc(NC(=O)C3CCN(C(=O)C4CC4)CC3)c2)c1	i	-0.6	0	0.0	-8

no.	NadD block	Scp-1 inhibitor	DNMT1 inh	LMPTP block	CSN inh
17	5	5	4	-1.2	-4
18	-2	-2	0	0.1	6
19	-3	-4	0	1.7	1
20	-7	-8	0	-2.1	-2
21	-7	-2	0	-1.1	-2
22	1	-12	-18	0.5	-2
23	5	-9	0	1.9	-3
24	3	-4	-5	-1.8	4

Later entries:
no.	structure	Rpn11 block	TbMetRS inhib	STEP block	MsrA inh	SUMO1 PPI mod
25	Cc1cc(C(=O)N(C)CC(=O)Nc2ccccc2C(F)(F)F)c(C)o1	i	0.1	-2	-0.2	4
26	CN(C)CCNC(=S)Nc1cccc(Cl)c1	i	3.9	4	0.6	-3
27	CN(CCO)c1nc2c(c(=O)n(Cc3ccc(Cl)cc3)c(=O)n2C)n1C	i	0.1	0	0.3	-4
28	CCN1C(=O)[C@@H]2[C@@H](c3ccc(-c4ccc(C(C)=O)cc4)c(OC)c3)N3CCCC[C@@]3(C(=O)OC)[C@@H]2C1=O	i	1.1	0	0.1	-14
29	Cc1nc2ccccc2c(=O)n1C1CCCCCC1	i	-0.9	5	-0.2	0
30	CC(C)Oc1ccc(C(CC(=O)O)Cc2ccccc2)cc1 (configuration not stated)	i	-0.5	0	-0.6	5
31	CN1C(=O)C2(C(C#N)=C(N)N(c3cc(Cl)cc(Cl)c3)C3=C2C(=O)CCC3)c2ccccc21 (configuration not stated)	i	-0.2	-2	1.0	-3
32	Cn1nc(C#N)c(=O)[nH]c1=O	i	-0.1	1	0.0	1

no.	NadD block	Scp-1 inhibitor	DNMT1 inh	LMPTP block	CSN inh
25	-2	-2	-4	-1.9	-3
26	3	-6	1	-4.5	0
27	-9	3	-1	-1.7	-1
28	1	-11	-8	4.1	0
29	1	-12	-4	0.1	-6
30	-3	-14	-1	-0.4	-2
31	7	-8	2	-1.1	0
32	-4	1	1	0.2	-5

Ordered by the number under DNMT1 inh (falling): 3 of the compounds above
item | structure | Rpn11 block | TbMetRS inhib | MsrA inh | SUMO1 PPI mod | NadD block | Scp-1 inhibitor | DNMT1 inh | LMPTP block | CSN inh
12 | CCCCCCC(=O)Oc1cccc(C2=CC(=O)CC(C)(C)C2=O)c1 | i | -0.2 | 0.6 | -17 | 5 | nt | 5 | 2.8 | -4
2 | COc1ccc(N2CCN(C(=O)CC34CC5CC(CC(C5)C3)C4)CC2)c([N+](=O)[O-])c1 | i | -0.2 | 0.7 | -20 | -2 | -8 | -9 | 5.8 | -1
15 | CC[n+]1c(/C=C/c2cc([N+](=O)[O-])ccc2O)ccc2ccccc21 | i | 0.0 | 0.1 | -18 | 9 | -2 | -12 | 7.1 | 0

Limited to Rpn11 block, for some of the entries so far:
nr	SMILES	Rpn11 block
30	CC(C)Oc1ccc(C(CC(=O)O)Cc2ccccc2)cc1 (configuration not stated)	i
32	Cn1nc(C#N)c(=O)[nH]c1=O	i
26	CN(C)CCNC(=S)Nc1cccc(Cl)c1	i
28	CCN1C(=O)[C@@H]2[C@@H](c3ccc(-c4ccc(C(C)=O)cc4)c(OC)c3)N3CCCC[C@@]3(C(=O)OC)[C@@H]2C1=O	i

Other records.
no.	structure	Rpn11 block	TbMetRS inhib	STEP block	MsrA inh	SUMO1 PPI mod
33	CCCCn1nnnc1-c1nc2ccccc2[nH]c1=O	nt	-0.1	nt	0.0	-26
34	Nc1ccc2ncccc2c1N	i	1.2	0	-1.8	45*
35	CC(C)CCCNc1nc(N2CCOCC2)nc(N2CCOCC2)n1	i	-0.4	3	-0.1	3
36	Cc1nc(CCNC(=O)Cc2ccc(Cl)cc2)cs1	i	-0.2	-1	-0.3	4
37	Cc1cccc(S(=O)(=O)NC(=O)C2(C)CCN2C(=O)Cc2cccs2)c1 (configuration not stated)	i	0.5	-3	1.9	2
38	O=C(Nc1ccc(Cl)cc1)c1csc(COCCO)n1	i	-0.1	-4	0.6	-2
39	CC(C)(C)c1ccc(S(=O)(=O)NCCOCC(F)(F)C(F)F)cc1	i	-1.5	0	-0.2	-4
40	NS(=O)(=O)OCCCc1ccc(C(F)(F)F)cc1	i	-0.3	2	0.8	2
41	O=C(CSc1nc2ccccc2[nH]1)c1ccc(Cl)s1	i	0.7	-3	0.5	-2
42	O=c1c(-c2ccccc2)nnc2sc(COc3ccc(Br)cc3)nn12	i	-2.0	-3	-0.5	1
43	CN1CCC(N(C)CC(=O)Nc2cccc(Oc3ccccc3)c2)CC1	i	-0.9	7	0.0	10

no.	NadD block	Scp-1 inhibitor	DNMT1 inh	LMPTP block	CSN inh
33	8	nt	nt	0.9	-6
34	7	-4	-6	8.2	9
35	-1	-7	1	-0.8	1
36	-4	-1	1	-1.3	4
37	0	nt	5	-0.3	0
38	1	nt	-3	-0.6	1
39	0	-6	2	-1.6	0
40	3	3	-1	-0.4	2
41	10	-3	-4	2.6	0
42	-2	6	14	-1.5	-7
43	4	-10	6	-3.9	-6
